KDM4E inh – qHTS Assay for Inhibitors of Human Jumonji Domain Containing 2E (JMJD2E); Potency, µM (titrated, usually from 57.1 µM), without a hit: at the top dose activity change, negative = inhibition, usual class: inhibitors; 230,000 compounds, 1.6% hits; Lysine-specific demethylase 4E (Homo sapiens), B2RXH2; JMJD2E catalytic domain, FDH-coupled NADH fluorescence (FDH is formaldehyde dehydrogenase); active = well fitted inhibition curve with a large enough effect, not every such curve was filed as active; inconclusive = small, poorly fitted or top-dose-only effect, or another doubt; inactive = no such curve, though single readings can be large or run the other way;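 note: 0% = wells with enzyme and -100% = buffer wells without enzyme; nearly all actives have a fitted effect of over 50% in size; many of its hits are not listed in these tables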
Target sequence (B2RXH2 1-337 limits assumed): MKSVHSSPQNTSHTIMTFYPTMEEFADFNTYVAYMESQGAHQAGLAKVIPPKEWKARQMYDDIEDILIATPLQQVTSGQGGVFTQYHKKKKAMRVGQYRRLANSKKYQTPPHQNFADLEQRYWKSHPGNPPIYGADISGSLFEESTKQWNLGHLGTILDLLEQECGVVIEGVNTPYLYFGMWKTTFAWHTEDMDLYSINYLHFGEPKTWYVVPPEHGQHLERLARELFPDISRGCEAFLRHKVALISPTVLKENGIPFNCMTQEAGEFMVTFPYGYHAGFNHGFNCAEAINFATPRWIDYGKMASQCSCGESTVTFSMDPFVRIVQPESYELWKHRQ
SMN2 splice up – qHTS Assay for Enhancers of SMN2 Splice Variant Expression; HEK293 SMN2-luciferase splicing reporter, luminescence, 30-36 h; Potency, µM (titrated, usually from 46.1 µM), for inactives: top-dose activity change, positive = activation, most hits filed as activators; 210,000 compounds, 2.8% hits; AID 1458, 2008; note: % of control where 0% means no effect; nearly all actives have a fitted effect of over 55% in size
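HEK293 cells carry an SMN2 minigene-luciferase reporter in which exon 7 inclusion puts luciferase in frame. Cells were seeded at 2000 cells/well, attached for 10-12 hours, then exposed to compounds for 30-36 hours at 37C before ONE-Glo luminescence.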
Tau fluor counter – Counterscreen qHTS for Inhibitors of Tau Fibril Formation, Fluorescence Polarization; tau K18 P301L Alexa594 fluorescence, heparin fibrillization; Potency, µM (titrated, usually from 57.7 µM), for inactives: at the top dose activity change, negative = decrease; 280,000 compounds, 0.93% hits; note: % is set by controls: 0 for no effect and ±100 for the full control effect; nearly all actives have a fitted effect of over 55% in size
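Human K18 P301L tau (15 uM unlabeled plus 0.24 uM Alexa 594-labeled, final) in 100 mM sodium acetate pH 7 was mixed with compound and 20 uM heparin and incubated 6 hr at 37 C.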
Tau fibril FP – qHTS for Inhibitors of Tau Fibril Formation, Fluorescence Polarization | 280,000 compounds, 0.39% hits | AID 1468, 2008 | Potency, µM (titrated, usually from 57.7 µM), without a hit: top-dose activity, negative = inhibition, most hits filed as inhibitors | Microtubule-associated protein tau (Homo sapiens), P10636 | K18 P301L tau heparin fibrillization, Alexa594 FP, 6 h; note: % is set by controls: 0 for no effect and ±100 for the full control effect; nearly all actives have a fitted effect of over 55% in size
Target sequence (P10636 561-689 P618L limits assumed): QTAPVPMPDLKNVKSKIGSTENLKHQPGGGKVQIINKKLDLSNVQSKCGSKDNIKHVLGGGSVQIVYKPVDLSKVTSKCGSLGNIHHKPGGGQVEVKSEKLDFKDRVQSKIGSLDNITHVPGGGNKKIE
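K18 P301L tau (15 uM unlabeled/0.24 uM Alexa 594-labeled, final) + compound + heparin 20 uM final; 100 mM NaOAc pH 7; 6 hr 37 C; ThT 30 uM final added, 1 hr RT; FP ex 555/em 632 nm.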
HttQ103 aggreg – qHTS Multiplex Assay to Identify Dual Action Probes in a Cell Model of Huntington: Aggregate Formation (GFP) | 220,000 compounds, 1.1% hits | PC12 HttQ103-GFP aggregates, Acumen cytometry, 40 h | AID 1688, 2009 | Potency, µM (titrated, usually from 46.1 µM), without a hit: top-dose activity change, negative = inhibition, hits mostly inhibitors; note: % is set by controls: 0 for no effect and ±100 for the full control effect; nearly all actives have a fitted effect of over 60% in size
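PC12/HTTQ103-GFP, ecdysone-inducible; teb 100 nM; cpd qHTS titration; GFP aggregates read on laser cytometer, Ex 488/Em 500-530 nm.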
HTT ATP protect – qHTS Multiplex Assay to Identify Dual Action Probes in a Cell Model of Huntington: Cytoprotection (ATP); PC12 HTT-Q103 induced, cytoprotection, ATP luminescence, 40 h; Potency, µM (series often up to 56.4 µM), for the others: cytoprotection (ATP increase), usual class: activators; 230,000 compounds, 0.14% hits;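 note: % of control where 0% means no effect; nearly all actives have a fitted effect of over 45% in size; toxic huntingtin expression switched on by the ecdysone agonist tebufenozide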
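Quantitative HTS on tebufenozide-induced (100 nM) PC12 cells expressing HTTQ103 exon 1–GFP; compounds tested as a concentration series; survival measured via cellular ATP.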
ALDH1A1 block – qHTS Assay for Inhibitors of Aldehyde Dehydrogenase 1 (ALDH1A1); Purified ALDH1A1, NADH fluorescence, propionaldehyde substrate; Potency, µM (series often up to 75.3 µM), inactives show at the top dose activity, negative = inhibition, hits mostly inhibitors; 220,000 compounds, 7.3% hits; Aldehyde dehydrogenase 1A1 (Homo sapiens), P00352; active = well fitted inhibition curve with a large enough effect, not every such curve was filed as active; inconclusive = small, poorly fitted or top-dose-only effect, or another doubt; inactive = no such curve, though single readings can be large or run the other way;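 note: plate controls were no enzyme wells and a reference inhibitor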
Target sequence (P00352 whole entry, looked up): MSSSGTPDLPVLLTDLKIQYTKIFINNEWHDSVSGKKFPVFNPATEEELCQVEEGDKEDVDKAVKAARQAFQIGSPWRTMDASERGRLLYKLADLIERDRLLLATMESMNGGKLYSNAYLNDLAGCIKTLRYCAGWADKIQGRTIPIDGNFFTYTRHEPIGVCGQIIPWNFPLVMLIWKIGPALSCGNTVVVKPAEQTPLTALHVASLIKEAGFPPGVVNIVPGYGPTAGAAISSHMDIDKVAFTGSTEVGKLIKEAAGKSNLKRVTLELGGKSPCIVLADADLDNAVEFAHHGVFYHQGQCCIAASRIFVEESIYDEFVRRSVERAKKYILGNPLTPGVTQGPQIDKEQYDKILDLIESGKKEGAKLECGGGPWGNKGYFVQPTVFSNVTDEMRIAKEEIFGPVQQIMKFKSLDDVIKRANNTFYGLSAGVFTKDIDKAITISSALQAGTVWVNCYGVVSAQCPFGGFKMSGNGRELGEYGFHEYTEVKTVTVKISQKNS
Tau fibril ThT – qHTS for Inhibitors of Tau Fibril Formation, Thioflavin T Binding | 270,000 compounds, 2.1% hits | AID 1460, 2008 | Potency, µM (titrated, usually from 57.4 µM), for the others: at the highest dose activity, negative = inhibition, hits mostly inhibitors | recombinant tau K18 P301L (four-repeat tau fragment), heparin-induced fibrillization, ThT fluorescence; note: % is set by controls: 0 for no effect and ±100 for the full control effect; nearly all actives have a fitted effect of over 55% in size
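Heparin-induced (20 uM) aggregation of recombinant human K18 P301L tau, 15 uM unlabeled with 0.24 uM labeled, pH 7 acetate buffer, 6 hr at 37 C with compound. Fibrils quantified by 30 uM ThT fluorescence after 1 hr ambient incubation.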
An asterisk follows results filed as active; ? = inconclusive; · = not tested or not shown; & = joins results of further samples; [ ] = dose if it differs, or a comment. Unless noted, calls come from the whole dose curve; as a rule, active = well fitted curve in the direction sought with a large enough effect; inconclusive = small, poorly fitted or top-dose-only effect, or another doubt; inactive = no such curve, though single readings can be large; an effect the other way counts as inactive or inconclusive. Potency is the fitted concentration of half-maximal effect.

The line under a structure holds: Tau fibril ThT	HTT ATP protect	ALDH1A1 block	SMN2 splice up	Tau fibril FP	HttQ103 aggreg	Tau fluor counter	KDM4E inh
O=C(COC(=O)c1ccc(S(=O)(=O)NCc2ccco2)cc1)Nc1ccc(Cl)cn1
  -15%	-12%	7%	0%	1%	-34%[9.22 µM]	-14%	11%
Cc1nn(CC(=O)O)c2ccccc12
  -11%	-2%[10 µM]	10%	-2%	7%	11%	-6%	0%
C#CCOCCOCCOCCNc1nc(N2CCN(C(=O)[C@H](Cc3ccc(O)cc3)n3cc([C@@H](N)C(C)CC)nn3)CC2)nc(N2CCN(C(=O)[C@H](CCCCN)n3cc([C@@H](N)CC(C)C)nn3)CC2)n1 (stereo partly specified)
  -9%	17%[10 µM]	-2%	·	10%	-14%[9.22 µM]	9%	-13%
O=C(NC1(C(F)(F)F)C(=O)Nc2c1c(=O)[nH]c(=O)n2-c1ccc(F)cc1)c1ccccc1 (stereo unspecified)
  -7%	·	·	0%	-1%	·	-4%	·
COc1ccc(C)cc1N(C(=O)c1ccc(F)cc1)c1nc2ccccc2s1
  -9%	-9%[10 µM]	1%	-12%	5%	-24%	-15%	?
COc1ccccc1N(C(=O)CN1C(=O)c2ccccc2S1(=O)=O)C(C(=O)NCC1CCCO1)c1ccc(F)cc1 (stereo unspecified)
  -13%	·	?	-9%	5%	?	-12%	9%
COc1ccc(C(=O)Nc2cccc(C(C)=O)c2)cc1OC
  -9%	-9%	?	14%	0%	-4%	0%	2%
CCOc1cc(NC(=S)N2CCC(C(N)=O)CC2)c(C(=O)OC)cc1OCC
  -9%	-18%	?	-43%[inhibitor]	?	19%	-4%	-22%
CCc1c(C)sc(NC(=O)c2cc3nc(-c4ccc(OC)cc4)cc(C(F)(F)F)n3n2)c1C(=O)OC
  -12%	·	·	11%	-2%	·	0%	·
CCCCn1c(N)c(NCCC(C)C)c(=O)[nH]c1=O
  -7%	-28%[10 µM]	?	-3%	-1%	-5%	0%	?
CCN(CC)c1ccc(NC(=O)C2CCN(S(=O)(=O)c3cnc[nH]3)CC2)c(C)c1
  -14%	·	·	-1%	-3%	·	-14%	·
COc1ccc(/C=N/NC(=O)c2nn(-c3ccc(C)c(C)c3)c(=O)c3ccccc23)cc1
  -20%	-5%[10 µM]	-10%	17%	-1%	6%	-19%	?
COC(=O)Nc1ccc(S(=O)(=O)NCCO)cc1
  -5%	0%	11%	-27%	2%	7%	1%	9%
CCOc1cc(C(c2c(C)[nH][nH]c2=O)c2c(C)[nH][nH]c2=O)ccc1OCc1ccc([N+](=O)[O-])cc1
  11µM*	6%	?	-40%[inhibitor]	-5%	13%	?	-24%
O=c1nc(N2CCOCC2)ccn1Cc1ccc(Br)cc1
  -9%	5%	9%	?	-2%	-14%	3%	-2%
CN(/N=C/c1ccc(O)cc1O)c1ncc(C(F)(F)F)cc1Cl
  ?	1%[10 µM]	·	·	17%	14%[9.22 µM]	18µM*[quencher]	?
O=C(Nc1ccc2c(c1)OCCO2)c1ccc(Cl)c(S(=O)(=O)N2CCOCC2)c1
  -10%	4%	5µM*	-38%[inhibitor]	-6%	-16%	-15%	11%
CSc1ccc(-c2nc(CN3CCCCC3c3cccnc3)c(C)o2)cc1 (stereo unspecified)
  -8%	-14%	?	·	-10%	?	-3%	?
Cc1ccccc1SCc1noc(C(=O)NCC2CCCO2)c1C(=O)O (stereo unspecified)
  -2%	-10%	5%	3%	-7%	7%	1%	0%
CC(C)(C)n1nc2c(c1NC(=O)c1cccc(C(F)(F)F)c1)CS(=O)C2 (stereo unspecified)
  1%	0%	7%	3%	-8%	6%	0%	-1%
c1ccc2c(c1)CCCc1cc(NCCN3CCOCC3)nnc1-2
  ·	-46%[inhibitor][17.1 µM]	-9%[20.9 µM]	-3%[20.6 µM]	·	·	·	0%[25.5 µM]
Clc1ccc(CSCCc2ccncc2)cc1
  -10%	11%	1%	-25%	4%	?	-10%	0%
CC1Cc2nc(SCC(=O)Nc3ccc4c(c3)OCO4)n(-c3ccc(F)cc3)c(=O)c2S1 (stereo unspecified)
  -15%	-12%	·	·	-1%	-1%[9.22 µM]	-25%	-14%
CCOc1ccccc1N1CCN(C(=O)Nc2ccc(F)c(Cl)c2)CC1
  -15%	-16%[10 µM]	13%	5%	-3%	-26%	?	8%
COc1ccc(C(=O)n2cc(C(=O)c3cc(C)ccc3O)cn2)cc1
  ?	3%[10 µM]	0.4µM*	?	-3%	32µM*	2%	9%
CC(C)C(OC(=O)c1ccco1)C(=O)NC1CCCCC1 (stereo unspecified)
  1%	16%[10 µM]	9%	-8%	-4%	15%	7%	-1%
Cc1nc2oc3ccccc3c(=O)c2c(=O)n1Cc1ccccc1
  -13%	9%	-5%	9%	-4%	-13%	-8%	17%
CN(C)c1ccc(C(CNC(=O)c2ccccc2)c2c[nH]c3ccccc23)cc1 (stereo unspecified)
  ?	0%[10 µM]	?	8%	?	19%	14µM*[quencher]	2%
COC(=O)c1cccc(C23CC4(C2)[C@H](CN(Cc2ccc(C(F)(F)F)cc2)[C@@H]4c2ccccc2)C3c2ccc(Cl)nc2)c1 (stereo partly specified)
  -11%&-1%	?	-4%	-37%[inhibitor]	-13%&9%	-18%[9.22 µM]	-9%&17%	-22%&1%
COC(=O)Cn1cnc2sc3c(c2c1=O)CCCC3
  6%	-34%	-9%	-6%	-5%	2%	3%	-3%
Cc1ccc(S(=O)(=O)NC(=O)c2cc(C)n(CC(c3ccccc3)N(C)C)c2C)cc1 (stereo unspecified)
  3%	-2%	-7%	3%	-5%	-3%	5%	-14%
CSc1ccc(-c2nnn(Cc3ccc(C)cc3)n2)cc1
  -10%	3%	2%	18%	-6%	-14%	-16%	-9%
Cc1cccc(C)c1Nc1c(-c2ccccn2)nc2ccc(Cl)cn12
  ?	·	·	1%	-8%	·	?	·
CN(C)c1ccc(-c2cccc(C3CC=CC4C3C(=O)N(Cc3ccccc3)C4c3ccc(C(F)(F)F)cc3)c2)cc1 (stereo unspecified)
  7%	-48%[inhibitor][10 µM]	·	·	12%	-33%[9.22 µM]	-3%	?
CC(NC(=S)Nc1ccc(S(=O)(=O)N2CCOCC2)cc1)C1CC2CCC1C2 (stereo unspecified)
  5%	-27%[10 µM]	20µM*	?	?	?	?	2%
O=C(Nc1cccnc1)c1ccc(Cl)c([N+](=O)[O-])c1
  -6%	-22%	6%	-7%	-6%	-1%	-6%	-5%
CC1CCC(NC(=O)Cn2c3c(c(-c4ccccc4Cl)cc2=O)CCC3)CC1 (stereo unspecified)
  -14%	-20%[10 µM]	?	-38%[inhibitor]	-8%	?	-7%	?
CSc1ncccc1C(=O)OCC(=O)NC(C)(C)C
  0%	-16%[10 µM]	7%	1%	2%	8%	5%	-7%
CCCCn1c(CCn2nc(C)c(Br)c2C)n[nH]c1=S
  -5%	12%	-10%	12%	6%	9%	-7%	-10%
COc1cccc(CNCCNC(=O)c2nonc2N)c1
  -3%&4%	-7%	6%	-2%&0%	-3%&0%	6%	-3%&4%	-2%
Clc1cccc(OCCN2CCN(CCOc3cccc(Cl)c3)CC2)c1
  -18%	18%[10 µM]	6%	-47%[inhibitor]	-5%	?	-13%	-5%
Cc1nnc(NC(=O)CCN2C(=O)/C(=C\c3ccccc3)SC2=S)s1
  ?	-16%[10 µM]	5%	·	-10%	1%[9.22 µM]	-8%	0%
Cc1nc(-c2cccc(NC(=O)Cc3ccccc3)c2)cs1
  -2%	-31%[inhibitor]	-5%	3%	-2%	1%	-16%	-10%

Entries from the list above that contain two or more sulfur atoms (three):
The line under a structure holds: Tau fibril ThT	HTT ATP protect	ALDH1A1 block	SMN2 splice up	Tau fibril FP	HttQ103 aggreg	Tau fluor counter	KDM4E inh
CC1Cc2nc(SCC(=O)Nc3ccc4c(c3)OCO4)n(-c3ccc(F)cc3)c(=O)c2S1 (stereo unspecified)
  -15%	-12%	·	·	-1%	-1%[9.22 µM]	-25%	-14%
CC(NC(=S)Nc1ccc(S(=O)(=O)N2CCOCC2)cc1)C1CC2CCC1C2 (stereo unspecified)
  5%	-27%[10 µM]	20µM*	?	?	?	?	2%
Cc1nnc(NC(=O)CCN2C(=O)/C(=C\c3ccccc3)SC2=S)s1
  ?	-16%[10 µM]	5%	·	-10%	1%[9.22 µM]	-8%	0%

Whole records as entered above. Screens in order: Tau fibril ThT | HTT ATP protect | ALDH1A1 block | SMN2 splice up | Tau fibril FP | HttQ103 aggreg | Tau fluor counter | KDM4E inh
Results for CCCCn1c(CCn2nc(C)c(Br)c2C)n[nH]c1=S : -5% | 12% | -10% | 12% | 6% | 9% | -7% | -10%
Results for CN(C)c1ccc(-c2cccc(C3CC=CC4C3C(=O)N(Cc3ccccc3)C4c3ccc(C(F)(F)F)cc3)c2)cc1 (stereo unspecified) : 7% | -48%[inhibitor][10 µM] | · | · | 12% | -33%[9.22 µM] | -3% | ?

These rows are one share of the data; rates above refer to the full screens.
